GCN5L2 inh = inhibitors of human GCN5L2 histone acetyltransferase; Potency, µM (titrated, usually from 58.9 µM), for inactives: at the highest dose activity change, negative = inhibition, most hits filed as inhibitors; AID 504327; GCN5L2 HAT assay, ThioGlo1 CoA-SH fluorescence; Q92830; hit rate 0.21% among 390,000
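qHTS, 1536-well. 20nM enzyme, pH 7.5 HEPES/EDTA/Tween-20 buffer; 15 min compound preinc., RT. Start: 75uM H3(1-25), 70uM AcCoA, 50uM ThioGlo1. Read Ex340/Em540 at t=0 (autofluorescence flag) and t=20 min.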
TDP1 block = inhibitors of human tyrosyl-DNA phosphodiesterase TDP1 | recombinant TDP1, AlphaScreen DNA substrate cleavage | Potency, µM (doses to about 130 µM), for the others: top-dose activity change, negative = inhibition, usual class: inhibitors | hit rate 0.28% among 350,000 | Q9NUW8; further: nearly all actives have a fitted effect of over 40% in size
Target sequence (Q9NUW8 whole entry, looked up): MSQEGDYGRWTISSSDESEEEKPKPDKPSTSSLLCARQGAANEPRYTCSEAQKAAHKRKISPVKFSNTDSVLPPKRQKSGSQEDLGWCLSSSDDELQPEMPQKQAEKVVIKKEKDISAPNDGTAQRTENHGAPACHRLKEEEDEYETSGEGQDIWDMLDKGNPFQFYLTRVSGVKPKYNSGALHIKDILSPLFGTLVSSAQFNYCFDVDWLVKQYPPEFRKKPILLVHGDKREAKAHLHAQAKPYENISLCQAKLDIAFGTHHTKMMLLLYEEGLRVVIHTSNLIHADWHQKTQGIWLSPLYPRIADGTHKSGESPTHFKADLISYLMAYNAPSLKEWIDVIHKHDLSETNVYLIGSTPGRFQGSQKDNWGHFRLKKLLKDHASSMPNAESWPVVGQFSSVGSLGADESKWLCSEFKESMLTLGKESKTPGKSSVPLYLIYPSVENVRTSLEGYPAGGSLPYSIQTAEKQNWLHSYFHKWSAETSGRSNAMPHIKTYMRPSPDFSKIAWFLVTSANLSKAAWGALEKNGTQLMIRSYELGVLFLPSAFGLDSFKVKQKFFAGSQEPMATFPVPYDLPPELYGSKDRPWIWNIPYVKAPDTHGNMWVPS
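Recombinant E. coli-expressed Tdp1 (1 nM) preincubated with compound 15 min at RT, then 5'-biotin/3'-phosphotyrosine-FITC DNA substrate (15 nM) added for 5 min. AlphaScreen beads (10 ug/ml) added, 10 min RT; tyrosine-FITC cleavage read as signal loss.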
DT40 TDP1 no CPT = qHTS for Inhibitors of human tyrosyl-DNA phosphodiesterase 1 (TDP1): qHTS in cells in absence of CPT; hit rate 15% among 420,000; DT40 Tdp1-/- hTDP1 cells, no CPT, ATP luminescence, 48 h; Potency, µM (top dose mostly 46.2 µM), for the others: at the top dose activity change, negative = growth inhibition, most hits filed as inhibitors; AID 686978, 2013; further: nearly all actives have a fitted effect of over 55% in size
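Seeded 400 DT40-hTDP1 cells/well (vehicle DMSO, no 20 nM CPT); pinned compounds; ≥48 hr at 37 °C; CellTiter-Glo luminescence as viability measure.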
* hit, by the source's call; ? = inconclusive; . = not tested or not shown; & = joins results of further samples; [ ] = another dose, or the depositor's remark. The call rests on the fitted dose curve; in most records, active means well fitted curve in the direction sought with a large enough effect; inconclusive means small, poorly fitted or top-dose-only effect, or another doubt; inactive means no such curve, though single readings can be large; an effect the other way counts as inactive or inconclusive. On the % scale 0 is the no-effect control and ±100 the full control effect; potency means the concentration at half of the fitted maximal effect. A portion of the library (hit frequency here may not be typical).

SMILES	GCN5L2 inh	TDP1 block	DT40 TDP1 no CPT
Cn1cc(C(=O)c2ccccc2)cc1-c1nc2ccccc2n1C	-0.1%	7.2%	18.4µM*
COc1ccc(-c2noc(-c3ccc(N4CCCC4)c([N+](=O)[O-])c3)n2)cc1OC	0.6%	2.9%	-15.7%
Cc1cccc(CCn2c(=O)c3ccccc3n(CC(=O)Nc3ccccc3F)c2=O)c1	-2.8%	5.0%	?
CCN1CCN(c2ccc(N3CCN(C(=O)c4ccc(Br)o4)CC3)nn2)CC1	?	.	-29.4%
CCCNC(=O)c1cnc(-c2ccccc2)nc1-c1ccccc1	2.0%	.	?
CCN(CCNC(=O)C1CCCN(c2ncnc3c2nc2n3CCCCC2)C1)Cc1ccccc1 (stereo unspecified)	-3.2%	5.9%	25.9µM*
N#Cc1cc(NC2CCCC2)c([N+](=O)[O-])cc1C#N	-4.1%	5.5%	?
OC(CNCc1ccc2c(c1)OCO2)COc1ccccc1 (stereo unspecified)	1.0%	1.9%	-15.1%
COc1ccccc1CNC(=O)c1cnc2c(-c3ccccc3)c(C)nn2c1C	-4.5%	5.8%	?
C=CCON/C(CCC)=C1\C(=O)CC(C)(C)CC1=NC	-3.3%	1.2%	1.2%
OCC(O)CS (stereo unspecified)	-11.2%	0.0%	2.7%
COc1ccc(-c2sc3ccccc3c2-c2ccc(OCCN3CCOCC3)cc2)cc1	4.7%	4.8%	?
Nc1c(-c2ccccc2)cnc2ncnn12	-15.4%	5.9%	3.1%
CC(=O)c1nnn(-c2nc(C#N)nc(N3CCOCC3)n2)c1C	.	2.3%	?
Cc1cc(F)ccc1NC(=O)C1CCCO1 (stereo unspecified)	-10.1%	-3.7%	-2.2%
CCOc1ccc(CNC(=O)CN2C(=O)CSc3ccc(S(=O)(=O)N4CCOCC4)cc32)cc1OC	2.0%&-8.1%	3.0%&0.0%	12.4%&-16.4%
O=C(c1ccco1)N1CCN(C(=S)NCc2ccc(F)cc2)CC1	-3.0%	4.0%[56.1 µM]	?
COc1ccc(-c2cc(-c3ccccc3)nc3c2COc2ccc(Cl)cc2-3)cc1	-7.5%	1.9%	-15.8%
O=C(O)C1CCC(CNS(=O)(=O)c2ccc(Br)cc2)CC1 (stereo unspecified)	-24.8%	.	18.6%
CCOc1ccc(C2=CSC3=NCCN23)cc1Cl	-3.6%	5.8%	?

Four entries drawn at random from the list so far:
SMILES	GCN5L2 inh	TDP1 block	DT40 TDP1 no CPT
OC(CNCc1ccc2c(c1)OCO2)COc1ccccc1 (stereo unspecified)	1.0%	1.9%	-15.1%
Cc1cccc(CCn2c(=O)c3ccccc3n(CC(=O)Nc3ccccc3F)c2=O)c1	-2.8%	5.0%	?
COc1ccc(-c2sc3ccccc3c2-c2ccc(OCCN3CCOCC3)cc2)cc1	4.7%	4.8%	?
Cn1cc(C(=O)c2ccccc2)cc1-c1nc2ccccc2n1C	-0.1%	7.2%	18.4µM*

The listing continues:
SMILES	GCN5L2 inh	TDP1 block	DT40 TDP1 no CPT
O=C(NC1CCCC1)C(c1cccnc1)N(Cc1ccccc1)C(=O)c1csnn1 (stereo unspecified)	-9.5%	7.0%	-1.8%
CCOC(=O)c1c(S(=O)(=O)NCC(=O)Nc2ccccc2)c(C)n(C)c1C	-4.9%	2.7%	-12.0%
CCCN(C(=O)c1ccc2c(=O)n3c(nc2c1)CCCCC3)c1cccc(Cl)c1	-10.3%	5.1%	16.4µM*
CC1CN(C(=O)CS(=O)(=O)Cc2ccccc2)CC(C)O1 (stereo unspecified)	-4.9%	.	-4.4%
O=C1COc2ccc(C(=O)COC(=O)c3ccccc3[N+](=O)[O-])cc2N1	-1.0%	.	0.1%
Cc1cc2c(cc3c(SCc4ccccc4Cl)nnc(C)n32)o1	-6.4%	5.1%	?
COc1ccc(CNC(=O)COC(=O)C(CCSC)N2C(=O)c3ccccc3C2=O)cc1 (stereo unspecified)	-5.6%	3.5%	-24.9%
CS(=O)(=O)Nc1ccc(C(=O)Nc2ccccc2-c2ccccc2)cc1	-4.0%	.	-6.0%
COc1ccc(Cl)cc1NC(=O)CN(C)C(=O)c1cn2ccccc2n1	1.4%	-0.3%	?
CC(C)c1ccc(C(=O)NC2=NCCS2)cc1	2.1%	5.6%	4.4%
CC(Oc1ccc2c3c(c(=O)oc2c1)CCC3)C(=O)NCCCn1ccnc1 (stereo unspecified)	3.7%	6.5%	11.4%
O=C(NCc1nnc(SC/C=C/c2ccccc2)o1)c1ccco1	-0.7%	1.1%	?
COCCn1c(=NC(=O)CSCC(=O)Nc2cc(C)on2)sc2cc(C(=O)OC)ccc21	-1.3%	-5.3%	-17.1%
CCOC(=O)N1CCN(C(=O)C2CCN(S(=O)(=O)c3ccc(F)cc3)CC2)CC1	-6.3%	2.5%	-12.5%
COc1ccccc1C(=O)Nc1nnc(S(=O)(=O)N2CCOCC2)s1	-8.9%	4.6%	25.1%
CCOc1ccc(NC(=O)C2CCN(S(=O)(=O)c3ccc4c(c3)N(C(C)=O)CCO4)CC2)cc1	-8.9%	0.0%	-21.7%
Cc1ccc(S(=O)(=O)N(C)CC(=O)OCC(=O)N2CCN(c3ccccc3)CC2)cc1	-0.2%	4.7%	?
COc1ccc(S(=O)(=O)N2CCN(C(=O)c3cccnc3)CC2)cc1OC	-6.2%	.	0.5%
Cn1c(=O)[nH]c(=O)c2c1nc(N1CCCC1)n2CCCSc1nnnn1-c1ccccc1	-1.2%	2.7%	16.4µM*
COc1ccccc1C(=O)NCC(=O)NNC(=O)c1cccs1	0.3%	-0.1%	-0.3%

Profiles from above. Order of screens: GCN5L2 inh | TDP1 block | DT40 TDP1 no CPT
`CS(=O)(=O)Nc1ccc(C(=O)Nc2ccccc2-c2ccccc2)cc1` is listed with -4.0% | . | -6.0%
`CCOC(=O)c1c(S(=O)(=O)NCC(=O)Nc2ccccc2)c(C)n(C)c1C` is listed with -4.9% | 2.7% | -12.0%
`COc1ccccc1C(=O)Nc1nnc(S(=O)(=O)N2CCOCC2)s1` is listed with -8.9% | 4.6% | 25.1%

Next section.
SMILES	GCN5L2 inh	TDP1 block	DT40 TDP1 no CPT
COc1ccc(NC(=O)CSc2nccn2-c2ccccc2)c(OC)c1	-12.3%	8.0%	-28.3%
COC(=O)c1cccc(S(=O)(=O)N2CCCCC2)c1	-1.5%	5.2%	-6.7%
O=C(CSc1nnc2n(C3CCCCC3)c(=O)c3ccccc3n12)OC1CCCCC1	-0.9%	0.0%	?
CCN1CCCC1CN(Cc1cc2c(C)cc(C)cc2[nH]c1=O)C(=O)NC1CCCCC1 (stereo unspecified)	-1.3%	-1.0%	?
Cc1ccc(S(=O)(=O)CCC(=O)Nc2ccc3nc(C)sc3c2)cc1	-0.3%	0.0%	?
Cc1ccccc1N1C(=O)C(Cl)=C(N2CCOCC2)C1=O	-7.2%	4.4%	-22.9%
CC1CCCCN1C(C(=O)O)c1ccccc1 (stereo unspecified)	-4.1%	1.2%	-2.6%
COc1ccc(CC(=O)NCc2ccccc2)cc1OC	0.6%	.	-18.0%
COc1ccc(-c2nnc(-c3cc4c(ccc5ccccc54)oc3=O)o2)cc1	-0.4%	4.8%	-24.5%
O=C(COc1cccc2c1CCNC2=O)Nc1ccc(F)cc1	-0.4%	.	-8.8%
CCN(c1ccc(C)cc1C)S(=O)(=O)c1nnc(NC(=O)CC(C)C)s1	-1.5%	3.9%	?
CS(=O)(=O)N1CCN(c2nc3ccccc3s2)CC1	2.0%	-6.3%	-9.2%
Cc1cc(CNC(=O)c2cc(-c3ccccc3)nc3ccccc23)nn1C	3.9%	5.5%	20.6µM*
CC(C)c1onc(C(=O)N2CCOCC2)c1[N+](=O)[O-]	-10.9%	5.4%	-22.0%
Cc1cc(C)nc(SSc2nc(C)cc(C)n2)n1	?	.	?
O=C(COc1ccccc1Cl)Nc1cnn(Cc2ccccc2)c1	1.3%	-2.3%	?
CCc1ccc(NC(=O)CN(N=Nc2nonc2C)c2nonc2C)cc1	-8.0%	2.8%	-1.8%
COc1ccc(OC(=O)c2cn(-c3cccc(OC)c3)c(=O)c3ccccc23)cc1	-9.5%	5.5%	?
Cc1cc(C(=O)O)oc(=O)c1	-2.9%	0.0%	-1.7%
Cc1c(Cl)ccc2c(C(=O)Nc3cc(C(C)(C)C)on3)cc(-c3ccccn3)nc12	-4.3%	3.8%[56.1 µM]	?

Reprinted from the part before: 4 compounds; new compounds follow.
SMILES	GCN5L2 inh	TDP1 block	DT40 TDP1 no CPT
CCc1ccc(NC(=O)CN(N=Nc2nonc2C)c2nonc2C)cc1	-8.0%	2.8%	-1.8%
COc1ccc(OC(=O)c2cn(-c3cccc(OC)c3)c(=O)c3ccccc23)cc1	-9.5%	5.5%	?
Cc1cc(C(=O)O)oc(=O)c1	-2.9%	0.0%	-1.7%
Cc1c(Cl)ccc2c(C(=O)Nc3cc(C(C)(C)C)on3)cc(-c3ccccn3)nc12	-4.3%	3.8%[56.1 µM]	?
COC(=O)c1ccc(C(=O)OC)c(NC(=O)c2cnn3c(C(F)F)cc(-c4ccccc4)nc23)c1	0.8%	2.8%	?
Cc1ccc(N(C(C)C(=O)Nc2ccc3c(c2)OCO3)S(C)(=O)=O)cc1 (stereo unspecified)	-10.2%	3.3%	20.6µM*
Cc1ccc(NC(=O)CN2C(=O)S/C(=C/c3ccncc3)C2=O)cc1	-4.3%	5.2%	?
Cc1ccccc1/C=N/NC(=O)Cn1cnc([N+](=O)[O-])n1	-8.1%[0.501 µM]	-0.7%	3.1%
Cc1c(Cl)cccc1-n1ncc(C(=O)NC2CCCCC2)c1C1CCN(C(=O)OC(C)(C)C)CC1	2.5%	3.2%	?
COc1ccc2[nH]c(C(=O)O)c(CCNC(C)=O)c2c1	2.8%	5.9%	6.8%
COc1cc(OC)cc(C(=O)NC(C(=O)O)C23CC4CC(CC(C4)C2)C3)c1 (stereo unspecified)	-9.7%	-5.3%	-18.7%
CC(=O)N1c2c(cc(Br)cc2S(=O)(=O)N2CCN(c3ccccc3F)CC2)CC1C (stereo unspecified)	-6.4%	-2.6%	?
CN(Cc1ccccc1)c1ccc(C(CC(N)=O)NC(=O)c2ccc(Br)cc2)cc1[N+](=O)[O-] (stereo unspecified)	-3.2%	.	?
CCCCc1cc(=O)oc2cc(C)cc(OCC(=O)N3CCC(C(=O)O)(c4ccccc4)CC3)c12	-5.9%	.	-21.1%
Cc1nn2c(=O)c(NC(=O)c3ccc(Cl)cc3)cnc2s1	-2.5%	2.7%	?
Cc1nc(-c2ccc(C)c(N3CCN(C(=O)Nc4ccccc4C(F)(F)F)CC3)c2)no1	-1.9%	1.1%	0.6%
COc1ccc(CNC(=O)COC(=O)CC2CC3CCC2C3)cc1OC (stereo unspecified)	-2.4%	-2.2%	?
CN(CC(=O)Nc1cccc2c1CCCC2)S(=O)(=O)c1ccc(Cl)cc1	-0.9%	6.7%	-24.1%
CCOC(=O)Nc1ccc2c(c1)N(C(=O)CN(CC)CC)c1ccccc1CC2	-25.7%	.	?
COc1ccccc1NC(=O)COC(=O)c1ccc([N+](=O)[O-])s1	-9.7%	5.1%	-2.4%
CCOC(=O)CSc1nc(C)[nH]c1[N+](=O)[O-]	-7.8%	2.5%	28.9%
N#Cc1cccc(-c2nc3cnc(N4CCOCC4)nc3n(C[C@H]3CCCO3)c2=O)c1	-19.9%	.	4.8%
COc1cccc(/C(C)=N/NS(=O)(=O)c2ccc(Cl)cc2)c1	-2.3%	0.0%	4.2%

Only GCN5L2 inh (6 entries from above):
compound,GCN5L2 inh
COc1ccc2[nH]c(C(=O)O)c(CCNC(C)=O)c2c1,2.8%
Cc1ccc(N(C(C)C(=O)Nc2ccc3c(c2)OCO3)S(C)(=O)=O)cc1 (stereo unspecified),-10.2%
COc1cc(OC)cc(C(=O)NC(C(=O)O)C23CC4CC(CC(C4)C2)C3)c1 (stereo unspecified),-9.7%
CCOC(=O)Nc1ccc2c(c1)N(C(=O)CN(CC)CC)c1ccccc1CC2,-25.7%
Cc1nc(-c2ccc(C)c(N3CCN(C(=O)Nc4ccccc4C(F)(F)F)CC3)c2)no1,-1.9%
CC(=O)N1c2c(cc(Br)cc2S(=O)(=O)N2CCN(c3ccccc3F)CC2)CC1C (stereo unspecified),-6.4%

High-throughput results deposited in PubChem by National Center for Advancing Translational Sciences (NCATS).
